LAP4 TOR yeast – modulators of LAP4-GFP expression in yeast, primary screen, S. cerevisiae, multiplex flow cytometry, MLPCN library; GFP response vs DMSO, % at 10 µM; 320,000 compounds, 0.34% hits; 3 h; median GFP as percent of DMSO wells; AID 2023, 2009;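 active = GFP response vs DMSO above a set limit, about the screen mean plus 3 SD, cut at about 150% in these data; inconclusive = under 70 cell events counted for the yeast strain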
AHR act – AHR activators, primary screen, cell-based, luminescence, luciferase reporter, human. Aryl hydrocarbon receptor (Homo sapiens), P35869. AHR-responsive luciferase reporter cells. activation, % at 5 µM. 320,000 compounds, 2.5% hits. AID 2796, 2010; in the data active = activation above about 47%;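 note: 0% = vehicle wells and 100% = reference agonist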
Target sequence (P35869 whole entry, looked up): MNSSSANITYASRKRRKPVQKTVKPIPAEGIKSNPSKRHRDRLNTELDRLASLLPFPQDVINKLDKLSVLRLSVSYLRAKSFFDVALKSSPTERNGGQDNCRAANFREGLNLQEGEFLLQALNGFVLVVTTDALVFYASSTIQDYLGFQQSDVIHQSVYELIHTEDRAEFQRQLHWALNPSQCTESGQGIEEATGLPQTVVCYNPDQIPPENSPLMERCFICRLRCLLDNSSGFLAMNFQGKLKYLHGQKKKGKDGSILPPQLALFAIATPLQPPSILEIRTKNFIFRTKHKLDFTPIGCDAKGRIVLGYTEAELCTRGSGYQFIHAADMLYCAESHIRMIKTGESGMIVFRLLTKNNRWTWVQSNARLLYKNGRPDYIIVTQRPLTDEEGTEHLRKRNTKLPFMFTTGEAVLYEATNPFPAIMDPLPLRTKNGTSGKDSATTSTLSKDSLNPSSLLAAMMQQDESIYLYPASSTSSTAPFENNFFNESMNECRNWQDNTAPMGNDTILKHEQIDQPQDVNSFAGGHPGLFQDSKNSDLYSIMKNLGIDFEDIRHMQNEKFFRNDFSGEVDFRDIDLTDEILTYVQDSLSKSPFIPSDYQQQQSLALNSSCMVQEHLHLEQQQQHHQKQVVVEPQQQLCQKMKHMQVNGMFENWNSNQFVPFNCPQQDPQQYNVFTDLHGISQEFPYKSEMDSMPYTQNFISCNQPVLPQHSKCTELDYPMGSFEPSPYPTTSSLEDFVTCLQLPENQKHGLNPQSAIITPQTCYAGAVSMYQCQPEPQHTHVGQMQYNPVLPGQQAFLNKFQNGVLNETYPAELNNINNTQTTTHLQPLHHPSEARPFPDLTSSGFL
RPL19A TOR yeast – RPL19A-GFP expression modulators in yeast, primary screen, cell-based, S. cerevisiae, multiplex flow cytometry, MLPCN; percent response vs DMSO, % at 10 µM; S. cerevisiae RPL19A-GFP strain, 3 h; stronger effect = lower value; 330,000 compounds, 0.3% hits;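 active = percent response vs DMSO below 50%; inconclusive = fewer than 70 events counted for the yeast strain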;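 note: median channel GFP fluorescence of the barcoded RPL19A-GFP strain; ratio of sample median GFP to plate DMSO average so 100% = DMSO; lower means less RPL19A-GFP as with rapamycin TOR inhibition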
Yeast superoxide – reduction of superoxide in aged yeast, primary screen, HTS; S. cerevisiae aged cells, superoxide DHE fluorescence; stronger effect = lower value; superoxide response (% of plate mean), % at 10 µM; 330,000 compounds, 0.18% hits;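 active = superoxide response under a set limit, about three screen SD below normal, cut at about 65% in these data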;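 note: yeast aged for seven days with compound at 30 °C before DHE staining; 100% = average MFI of all compound-treated wells on the plate with controls excluded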
MEP2 TOR yeast – modulators of MEP2-GFP levels in yeast, primary screen, S. cerevisiae, multiplex flow cytometry, MLPCN library | S. cerevisiae MEP2-GFP strain, 3 h; 100% = DMSO control level | GFP response vs DMSO, % at 10 µM | 330,000 compounds, 0.51% hits | AID 2016, 2009;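 active = GFP response versus DMSO above a set limit, roughly screen mean plus 3 SD, cut at about 180% in these data; inconclusive = fewer than 70 cells counted for a yeast strain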;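 note: median GFP fluorescence of the barcode-gated MEP2-GFP cells per well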
proCasp3 act – activators of human procaspase-3 D3A mutant, primary screen, biochemical, absorbance, PC-3 D3A mutant, single concentration; Caspase-3 (Homo sapiens), P42574; recombinant procaspase-3 D3A, Ac-DEVD-pNA absorbance 405 nm; activation, % at 8.5 µM; 330,000 compounds, 0.11% hits;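 active = activation above the mean of all tested compounds plus 3 SD, cut at about 21% in these data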;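 note: 0% = DMSO alone and 100% = DMSO wells spiked with extra 5 µM PC-3 D3A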
Target sequence (P42574 whole entry D9A/D28A/D175A): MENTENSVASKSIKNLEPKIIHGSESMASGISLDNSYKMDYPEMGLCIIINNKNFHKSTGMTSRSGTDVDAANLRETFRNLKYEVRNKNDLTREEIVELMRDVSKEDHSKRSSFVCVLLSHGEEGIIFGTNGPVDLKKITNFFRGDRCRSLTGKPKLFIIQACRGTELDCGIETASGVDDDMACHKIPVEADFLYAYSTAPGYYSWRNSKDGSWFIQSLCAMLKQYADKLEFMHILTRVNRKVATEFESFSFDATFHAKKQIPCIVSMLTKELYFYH
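Assay system: Procaspase-3 D3A mutant, all three cleavage aspartates alanine. Buffer or medium: Zinc-free HEPES saline buffer with Triton X-100. Times: 1 h compound preincubation, 2 h substrate hydrolysis at 25 °C. Measured by: 405 nm absorbance of p-nitroaniline, reads at 0 and 120 min. Read-out basis: percent activation relative to control range. Replicates: singlicate.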
JMJD2C inh – inhibitors of GASC-1 histone demethylase, primary screen, biochemical, fluorescence, DELFIA europium; inhibition, % at 2.35 µM; Lysine-specific demethylase 4C (Homo sapiens), Q9H3R0; AID 2099, 2009; GST-JMJD2C(1-420) H3K9me3 demethylation; 330,000 compounds, 0.069% hits;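 active = more than half of a compound's replicate wells show inhibition beyond 50%, single wells judged on their own value; inconclusive = some, but no more than half, of replicates pass 50% inhibition; inactive = no replicate passes 50% inhibition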;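 note: signal counts dimethyl H3K9 product captured on neutravidin plate; 0% = median of DMSO wells and 100% = 0.3 times that DMSO median; strong numbers were not always called active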
proCasp7 act – procaspase-7 activators, primary screen, counter-screen for procaspase-3 activator project, biochemical, absorbance, HTS, human | activation, % at 8.5 µM | recombinant procaspase-7, Ac-DEVD-pNA absorbance 405 nm; D23A/D198A/D206A triple mutant, cannot self-cleave; scale: DMSO 0, 5 µM enzyme 100 | 330,000 compounds, 0.093% hits | Caspase-7 (Homo sapiens), P55210;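 active = percent activation above the screen-wide mean plus 3 SD, cut at about 25% in these data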
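Replicates: singlicate. Assay system: Procaspase-7 triple mutant (PC-7 D3A). Signal: 405 nm absorbance of p-nitroaniline. Times: 1 h preincubation, 2 h reaction. Buffer or medium: Zinc-free HEPES pH 7.4 with 300 mM NaCl, 0.01% Triton X-100. Also added: DEVD-pNA substrate. Benchmarks: DMSO wells as 0%, DMSO with 5 µM added PC-7 as 100%.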
Starred values were filed as active, the others as inactive; ? = inconclusive; / = not tested or not shown; [ ] = dose if it differs, or a comment.

SMILES | LAP4 TOR yeast | AHR act | RPL19A TOR yeast | Yeast superoxide | MEP2 TOR yeast | proCasp3 act | JMJD2C inh | proCasp7 act
CCC(C)NC(=O)c1cn(CC)c2ccc(S(=O)(=O)N3CCCCCC3)cc2c1=O (centres undefined) | 118 | 4 | 99 | 77 | 144 | 4 | 6 | -1
CC1(c2ccccc2)NC(=O)N(CC(=O)Nc2ccc3c(c2)CCC3)C1=O (centres undefined) | 91 | 5 | 92 | 102 | 93 | 1 | -9 | 7
Cc1cc(C)c2ccc(NN)nc2c1O | 100 | 38 | 101 | 98 | 103 | -2 | 9 | 2
Cc1ccccc1NC(=S)Nc1ccc2[nH]c(=O)[nH]c2c1 | 108 | 0 | 121 | 109 | 110 | -4 | -6 | -12
CC(C)N(CC(=O)Nc1ccc(Cl)cc1C(F)(F)F)C(=O)CCl | 100 | 0 | 100 | 94 | 95 | -11 | -21 | 1
O=C(CCC(=O)c1ccc(Oc2ccccc2)cc1)Nc1cccc(Cl)c1 | 94 | 1 | 103 | 129 | 93 | 3 | 1 | -5
CC(C)n1nnnc1SCC(=O)NCCc1ccccc1 | 105 | 11 | 99 | 97 | 102 | 9 | -2 | 10
O=C1CN(C(=O)COC(=O)c2oc3ccccc3c2COc2ccccc2)c2ccccc2N1 | 117 | 3 | 114 | 92 | 106 | 4 | -9 | 1
O=C(NCc1ccccc1)C(c1ccccc1F)N(CC1CCCO1)C(=O)c1ccccn1 (centres undefined) | 101 | -1 | 97 | 105 | 105 | 12 | -6 | -2
Cc1cc(C)n(C2CCCCC2OC(=O)CCc2ccccc2)n1 (centres undefined) | 102 | 3 | 92 | 84 | 91 | 8 | 6 | 5
COCCCn1c(=O)c2sccc2n(Cc2ccccc2)c1=O | 97 | -1 | 92 | 68 | 142 | 2 | -14 | 6
Cn1c(N)c(C(=O)COC(=O)c2cccc(S(=O)(=O)NCc3ccccc3)c2)c(=O)n(C)c1=O | 96 | -1 | 100 | 110 | 107 | 13 | 1 | 6
N#Cc1c(NC(=O)CSc2nnnn2C2CCCC2)sc2c1CCCC2 | 101 | 4 | 100 | 95 | 98 | 1 | 4 | -9
CC1(C)CC(=O)c2sc(NC(=O)C(C)(C)C)nc2C1 | 77 | 12 | 87 | 133 | 89 | 11 | -18 | 12
O=C(COc1ccc2ccccc2c1)N1CCN(c2ccccc2)CC1 | 110 | 6 | 91 | 100 | 98 | -15 | 9 | 2
COc1cccc(-c2nc(CS(=O)(=O)CC(=O)NCc3ccccc3)c(C)o2)c1 | 95 | 2 | 96 | 177 | 91 | -2 | -4 | 4
CC(C)CN(CC(C)C)C(=O)c1cc2c(=O)n3ccccc3nc2s1 | 89 | 4 | 99 | 102 | 95 | 0 | 8 | 0
Cc1ccc2c(c1)cc(CN(Cc1ccc3c(c1)OCO3)C(=O)c1ccccc1)c1nnnn12 | 99 | 5 | 100 | 95 | 101 | 0 | 8 | -2
COc1cc(C(CC(=O)Nc2cc(C)ccn2)N2Cc3ccccc3C2=O)cc(OC)c1OC (centres undefined) | 103 | -3 | 104 | 110 | 105 | -6 | 10 | 5
COc1cc(CCC(=O)Nc2ncc(C)s2)cc(OC)c1OC | 124 | 1 | 102 | 94 | 103 | 15 | -2 | 0
O=C(COC(=O)CCC1CCCC1)Nc1nc2c(F)c(F)c(F)cc2s1 | 105 | 0 | 101 | 96 | 106 | -3 | 3 | -3
Cc1nc2ccccn2c1C(=O)NC1CCCc2ccccc21 (centres undefined) | 95 | -1 | 94 | 99 | 90 | -1 | -1 | 1
O=C(Cc1ccc(Cl)cc1)NNC(=S)NC(=O)c1cccs1 | 199* | 0 | 109 | 187 | 104 | -13 | 1 | 1
O=C(NC1CC1)C1CCN(C2CCN(C(=O)CSc3ccccc3)CC2)CC1 | 112 | -2 | 99 | 103 | 98 | 5 | 11 | 9
CCN(CC)S(=O)(=O)c1ccc(N2CCN(C)CC2)c(NC(=O)COc2ccc(F)cc2Cl)c1 | 105 | -2 | 95 | 113 | 100 | -2 | -16 | 4
CC(=O)C1=C(C)NC(SCC(N)=O)=C(C#N)C1c1sccc1C (centres undefined) | 97 | -1 | 101 | 104 | 103 | 3 | -1 | -2
Cc1ccc(S(=O)(=O)N2CCCC2C(=O)Oc2ccccc2)cc1 (centres undefined) | 103 | -2 | 99 | 107 | 108 | -6 | 15 | 4
Cc1cnc(C(=O)OCC(=O)Nc2cccc(S(=O)(=O)N3CCCCC3)c2)cn1 | 101 | -2 | 101 | 94 | 101 | -4 | 4 | 11
Cc1ccc(CN2CCNC(=O)C2CC(=O)NCCCn2cccn2)o1 (centres undefined) | 95 | -2 | 98 | 98 | 101 | -3 | ? | 2
Cc1ccc(S(=O)(=O)N2CCc3c2cc([N+](=O)[O-])cc3[N+](=O)[O-])cc1 | 104 | 1 | 98 | 112 | 99 | 5 | 1 | -5
O=C(Nc1cc(S(=O)(=O)N2CCOCC2)ccc1N1CCCC1)c1cccnc1Cl | 99 | 0 | 95 | 93 | 99 | -3 | 4 | -8
Cn1c2c(c(=O)c3ccccc31)CCCC2 | 96 | -2 | 105 | 91 | 108 | 0 | -30 | -3
CC(=O)c1sc(NC(=O)CCS(=O)(=O)c2ccc(Cl)cc2)nc1C | 100 | -4 | 103 | 101 | 102 | -3 | -6 | 13
COc1ccc(NS(=O)(=O)c2cn(C)cn2)cc1 | 107 | -1 | 94 | 107 | 95 | -17 | 7 | 8
COc1cccc(N2C(=O)CN(Cc3ccc(OC)c(OC)c3)C2=S)c1 | 91 | 5 | 101 | 110 | 107 | -3 | -12 | -20
NC(=O)C1CCN(CC(=O)N2N=CCC2c2ccccc2)CC1 (centres undefined) | 90 | -2 | 103 | 100 | 101 | 8 | 8 | -2
Cc1ccc(NC(=O)c2cc(=O)c3ccccc3o2)cc1 | 98 | 55* | 103 | 93 | 97 | -3 | 9 | 9
COc1ccccc1CNC(=O)C1CCN(S(=O)(=O)c2ccc(-n3cnnn3)cc2)CC1 | 89[may fluoresce violet] | -1 | 61[may fluoresce violet] | 79 | 609*[may fluoresce violet] | 13 | -4 | 3
Cc1ccccc1-n1ncc(C(C)NS(=O)(=O)c2ccccc2Cl)c1C (centres undefined) | 87 | / | 105 | 84 | 101 | / | -1 | /
CC/C(=C\c1oc2cc3ccccc3cc2[n+]1CC)Nc1ccccc1 | 257*[may fluoresce violet] | 7 | 82[may fluoresce violet] | 111 | 629*[may fluoresce violet] | 7 | -7 | -19

Random excerpt: two compounds from above
SMILES | LAP4 TOR yeast | AHR act | RPL19A TOR yeast | Yeast superoxide | MEP2 TOR yeast | proCasp3 act | JMJD2C inh | proCasp7 act
CC/C(=C\c1oc2cc3ccccc3cc2[n+]1CC)Nc1ccccc1 | 257*[may fluoresce violet] | 7 | 82[may fluoresce violet] | 111 | 629*[may fluoresce violet] | 7 | -7 | -19
COc1ccccc1CNC(=O)C1CCN(S(=O)(=O)c2ccc(-n3cnnn3)cc2)CC1 | 89[may fluoresce violet] | -1 | 61[may fluoresce violet] | 79 | 609*[may fluoresce violet] | 13 | -4 | 3

(list continues)
SMILES | LAP4 TOR yeast | AHR act | RPL19A TOR yeast | Yeast superoxide | MEP2 TOR yeast | proCasp3 act | JMJD2C inh | proCasp7 act
O=C(CCCc1nc(-c2ccccc2)no1)Nc1cccnc1 | 100 | 12 | 104 | 126 | 100 | 2 | 10 | -7
CCOC(=O)Cc1csc(-n2sc3ccccc3c2=O)n1 | 130 | 15 | 96 | 91 | 97 | -25 | 13 | -38
Cc1nnc(SCc2ccc(Cl)c(Cl)c2)s1 | 101 | -9 | 97 | 60* | 100 | 1 | -28 | 5
COC(=O)c1ccccc1NC(=S)N(Cc1ccc2c(c1)OCO2)Cc1cc2cc(C)ccc2[nH]c1=O | 100 | 3 | 103 | 83 | 105 | 0 | -5 | -3
CCCC(C)C(=O)Nc1nnc(C)s1 (centres undefined) | 102 | 0 | 99 | 96 | 101 | 2 | 20 | -8
Cc1cc(OCC(=O)Nc2ccc3oc(-c4ccncc4)nc3c2)ccc1Cl | 101 | -1 | 98 | 103 | 104 | 13 | 3 | 8
Cc1nnc(SCC(=O)NC2CCCC2)n1-c1ccccc1 | 96 | -1 | 95 | 110 | 93 | -6 | 0 | -1
O=C(Cc1ccccc1)OCC(=O)c1cccc([N+](=O)[O-])c1 | 98 | 21 | 100 | 84 | 104 | 10 | 6 | -9
COc1cc(CN2CCN(c3ncccn3)CC2)cc(OC)c1 | 95 | -1 | 101 | 100 | 108 | -7 | 22 | 6
COc1ccc(N2CCN(S(=O)(=O)CCNC(=O)COc3cccc(OC)c3)CC2)cc1 | 101 | 3 | 98 | 92 | 105 | 1 | 3 | 5
CC(C)(C)c1csc(NC(=O)c2ccc(Cl)s2)n1 | 83 | 1 | 88 | 96 | 85 | -6 | -3 | -1
CC(C)(C)NC(=O)c1cnn2c1NC(c1ccc(F)cc1)CC2C(F)(F)F (centres undefined) | 95 | -1 | 100 | 79 | 100 | 2 | -9 | 4
COc1ccc(C(=O)NCc2ccc(-n3cccc3)cc2)cc1OC | 97 | 2 | 103 | 78 | 103 | 2 | 3 | -8
Cc1ccc(NC2CCCN(C(=O)c3ccc(-n4ccnc4)cc3)C2)cc1C (centres undefined) | 97 | 36 | 110 | 101 | 99 | -3 | 18 | -1
O=[N+]([O-])c1cccc(/C=N/NC2=NCCCCC2)c1 | 98 | 12 | 105 | 126 | 103 | 0 | 7 | -4
COc1cccc(N2CCN(C(=O)CCc3nnc4ccc(N5CCCC5)nn34)CC2)c1 | 97 | -2 | 99 | 94 | 103 | 10 | -5 | 10
COc1ccc(C2CC(=O)N(CC(=O)NCC3CCCO3)c3ccccc3S2)cc1OC (centres undefined) | 97 | 0 | 105 | 97 | 106 | -1 | 0 | 1
Cc1ncoc1C(=O)Nc1cccc(Cl)c1 | 107 | 11 | 99 | 102 | 100 | 2 | ? | -2
CCc1nnc(NC(=O)c2ccc(N(C)S(=O)(=O)c3ccccc3)cc2)s1 | 113 | 2 | 113 | 108 | 108 | 13 | 9 | 3
CC(Sc1nnnn1-c1ccc(Cl)cc1)C(=O)NCC(=O)Nc1ccc(F)c(F)c1F (centres undefined) | 104 | 5 | 112 | 83 | 111 | 2 | 6 | 1
Cc1cccc(NC(=O)CCCN=C2NS(=O)(=O)c3ccccc32)c1C | 100 | 7 | 98 | 104 | 96 | 3 | -3 | -6
COc1cccc(NC(=O)c2cccc(S(=O)(=O)N3CCN(Cc4ccccc4)CC3)c2)c1 | 102 | 9 | 96 | 100 | 100 | -1 | 15 | 0
CCOC(=O)C1=C(C)NC(=S)N(C=O)C1c1ccccc1 (centres undefined) | 96 | 8 | 96 | 104 | 98 | 1 | 0 | -3
COc1ccc(CC2(CO)CCN(Cc3cccc(OC)c3OC)CC2)cc1 | 101 | 0 | 78 | 99 | 106 | -6 | 0 | 11
